Screening data from PubChem BioAssay.
UBC13 polyUb – blocks human UBC13 polyubiquitin chain formation | P61088 | TR-FRET | inhibition, % at 20 µM | actives 0.47% (n = 330,000); in the data active means inhibition above about 45%, passing the limit was not always enough
HKDC1 inhibitor – HKDC1 (human) hexokinase inhibition; inhibition, % at 20 µM; actives 0.16% (n = 340,000); recombinant HKDC1, G6PDH/diaphorase resazurin coupled fluorescence;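 active means inhibition above about 35% when tested at 20 µM, limit read from the data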;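 further: plate controls were DMSO wells with enzyme for no effect and DMSO wells lacking enzyme for full effect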
Target sequence (Q2TB90 whole entry, looked up): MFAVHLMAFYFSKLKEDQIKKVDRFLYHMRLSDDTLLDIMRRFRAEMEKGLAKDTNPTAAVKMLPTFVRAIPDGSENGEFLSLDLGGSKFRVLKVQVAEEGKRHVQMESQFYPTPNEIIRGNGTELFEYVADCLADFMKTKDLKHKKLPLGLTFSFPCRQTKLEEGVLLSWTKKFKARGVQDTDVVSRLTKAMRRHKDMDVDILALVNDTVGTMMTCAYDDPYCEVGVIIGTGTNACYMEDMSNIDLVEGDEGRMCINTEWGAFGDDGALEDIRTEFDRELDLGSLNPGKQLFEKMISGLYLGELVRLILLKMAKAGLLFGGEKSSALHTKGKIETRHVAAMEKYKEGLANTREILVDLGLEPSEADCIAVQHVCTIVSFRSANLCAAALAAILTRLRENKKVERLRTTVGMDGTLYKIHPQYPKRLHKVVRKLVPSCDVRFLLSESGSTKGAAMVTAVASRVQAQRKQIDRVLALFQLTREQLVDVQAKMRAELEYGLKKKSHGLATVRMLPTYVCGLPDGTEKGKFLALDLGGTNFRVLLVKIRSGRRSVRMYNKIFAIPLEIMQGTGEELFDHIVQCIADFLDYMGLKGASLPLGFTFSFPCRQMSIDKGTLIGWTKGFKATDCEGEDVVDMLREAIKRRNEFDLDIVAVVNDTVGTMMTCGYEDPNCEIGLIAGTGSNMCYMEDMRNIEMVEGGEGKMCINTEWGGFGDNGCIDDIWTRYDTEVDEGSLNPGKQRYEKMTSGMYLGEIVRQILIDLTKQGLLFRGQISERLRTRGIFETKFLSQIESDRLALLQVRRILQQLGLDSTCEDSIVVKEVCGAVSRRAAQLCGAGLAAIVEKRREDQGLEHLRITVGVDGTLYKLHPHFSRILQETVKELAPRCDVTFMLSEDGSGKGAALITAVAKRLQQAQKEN
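Assay system: recombinant HKDC1 hexokinase; detection: coupled resazurin fluorescence, excitation 525 nm, emission 613 nm; benchmarks: DMSO-plus-enzyme-mix negative control, buffer-substituted positive control; compound dosing: single 20 µM dose; schedule: 90 min at room temperature in dark; also added: glucose plus 1 mM ATP as hexokinase substrates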
697 NFkB inh – inhibitors of the PMA/ionomycin-induced NF-kB reporter in 697 B cells; 697 B-cell NF-kB luciferase reporter, 16 h; inhibition, % at 4 µM; actives 0.33% (n = 330,000); in the data active means inhibition above about 35%
Gli-Sufu antag – blocks Gli-Sufu signaling in a luciferase reporter; Sufu-KO-LIGHT fibroblasts, Gli luciferase reporter luminescence; inhibition, % at 5 µM; actives 0.74% (n = 340,000);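 active means inhibition above about 55%, limit read from the data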;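 further: 0% = DMSO-treated cells and 100% = wells with medium but no cells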
SENP8 block – blocks the human protease SENP8 | Q96LD8 | purified SENP8, Z-RLRGG-aminoluciferin cleavage, luminescence | inhibition, % at 10 µM | actives 1.2% (n = 330,000) | AID 2540
Target sequence (Q96LD8 whole entry, looked up): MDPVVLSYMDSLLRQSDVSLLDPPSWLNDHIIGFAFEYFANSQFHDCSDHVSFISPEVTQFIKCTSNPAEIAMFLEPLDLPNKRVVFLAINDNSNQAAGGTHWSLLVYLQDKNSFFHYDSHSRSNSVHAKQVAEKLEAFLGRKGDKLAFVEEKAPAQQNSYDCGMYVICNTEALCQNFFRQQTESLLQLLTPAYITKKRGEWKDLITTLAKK
SENP7 block – inhibitors of human SENP7 protease | Q9BQF6 | recombinant SENP7, Z-RLRGG-aminoluciferin luminescence, 40 min | inhibition, % at 5 µM | actives 1.5% (n = 330,000);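 active means inhibition above about 50% at the single test dose, limit read from the data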;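 further: plate controls were DMSO with enzyme for no effect and no enzyme buffer wells for full effect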
Jurkat NFkB inh – inhibitors of the PMA/ionomycin-induced NF-kB reporter in Jurkat cells; PMA/ionomycin-induced NF-kB luciferase reporter, luminescence; inhibition, % at 4 µM; actives 0.53% (n = 330,000); AID 435003
Apaf1 inhib – inhibitors of human Apaf-1 apoptosome; AID 489030; O14727; inhibition, % at 20 µM; reconstituted apoptosome caspase-3 activity, DEVD-Rh110 fluorescence; actives 0.71% (n = 330,000); active means inhibition of at least 40% at 20 µM;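 further: plate controls were DMSO wells for no effect and DEVD-CHO caspase inhibitor wells for full effect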
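Medium: Hepes buffer, pH 7.5 / System: biochemical Apaf-1 apoptosome reconstitution / Measured by: Rh110 fluorescence, excitation 480 nm, emission 540 nm / Times: compound with Apaf-1, dATP, procaspase-3 30 min, then 50 min reaction, room temperature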
The depositor's hits bear a star. Unless noted, no stated cut-off is given here; in the data, active means inhibition above about 50%; inactive means the rest.

Structure	UBC13 polyUb	HKDC1 inhibitor	697 NFkB inh	Gli-Sufu antag	SENP8 block	SENP7 block	Jurkat NFkB inh	Apaf1 inhib
COC(=O)CSc1nc(C)c2c(n1)CCCC2	-5	-10	3	-9	-11	0	5	3
CN1CCC[C@@H]1CCNC(=O)c1c(-c2ccc3c(c2)OCO3)noc1-c1ccsc1	6	-1	-24	13	-13	-1	-3	40*
Cc1ccc2c(c1)Oc1ccccc1C=C2C(=O)O	5	-10	-7	-1	3	-3	-4	-5
CC(C)Oc1cccc(C(=O)C2CCCN(S(C)(=O)=O)C2)c1 (configuration not stated)	13	18	7	0	-4	2	-3	-3
Cc1ccc(NC(=S)N2CCN(C)CC2)c(C)c1	-14	16	-52	-4	-5	-7	-16	4
Cc1ccccc1NS(=O)(=O)c1ccc(C(=O)N2CCCCCC2)cc1	-9	-5	-32	10	1	-2	-12	8
C#CCOC(=O)Nc1cc(C)n(-c2ccccc2)n1	-2	-5	2	-7	0	-4	8	-6
CSc1nc2sc3c(c2c(=O)[nH]1)CCC3	4	-8	-2	-7	-8	1	-1	2
O=C(COC(=O)CC1CC2CCC1C2)Nc1ccc(Cl)c(S(=O)(=O)N2CCOCC2)c1 (configuration not stated)	2	7	2	2	2	10	-1	22
CCCCN(CC)CCCNC(=O)CC1Nc2ccccc2NC1=O (configuration not stated)	22	-2	15	-15	3	7	-9	9
C/C(Cn1ncc(N2CCOCC2)c(Cl)c1=O)=N\O	2	-1	14	8	-4	-4	11	-5
Clc1ccc(CSc2nnc(-c3ccncc3)s2)cc1	2	-4	6	-2	-12	7	5	5
O=C1N=c2ccccc2=C1c1sc(=S)n(Cc2ccccc2Cl)c1O	-27	3	8	7	-7	2	0	-7
CC(Sc1nc(N)c(NC(=O)c2ccc(Br)o2)c(=O)[nH]1)C(=O)O (configuration not stated)	8	-5	0	4	2	3	10	-1
CCC(=O)Nc1sc(Cc2ccccc2)c(C)c1C(N)=O	5	-10	-1	-1	1	-7	-8	6

Some of these compounds in order of the 697 NFkB inh value, largest number first.
Compound | UBC13 polyUb | HKDC1 inhibitor | 697 NFkB inh | SENP7 block | Jurkat NFkB inh
C/C(Cn1ncc(N2CCOCC2)c(Cl)c1=O)=N\O | 2 | -1 | 14 | -4 | 11
CC(C)Oc1cccc(C(=O)C2CCCN(S(C)(=O)=O)C2)c1 (configuration not stated) | 13 | 18 | 7 | 2 | -3
Clc1ccc(CSc2nnc(-c3ccncc3)s2)cc1 | 2 | -4 | 6 | 7 | 5

Next entries follow.
Structure	UBC13 polyUb	HKDC1 inhibitor	697 NFkB inh	Gli-Sufu antag	SENP8 block	SENP7 block	Jurkat NFkB inh	Apaf1 inhib
CCOCC(=O)N1CCCC(C(=O)OCC)C1 (configuration not stated)	-1	-2	7	-10	-11	-11	-7	10
COc1cccc(C(=O)N(C)Cc2c(C)nn(C3CCS(=O)(=O)C3)c2C)c1 (configuration not stated)	-2	-5	17	-20	-6	0	-10	-3
O=C(CSc1nnnn1-c1ccc(F)cc1)NC1CCCCC1	3	-8	4	-1	6	2	9	-1
O=C1c2cccc3cccc(c23)C(=O)N1Cc1cccnc1	65*	1	-8	6	-9	-6	-15	-9
C1CN(c2nc3nonc3nc2N2CCSCC2)CCO1	6	-4	-1	4	0	2	7	-28
COc1cccc(-n2cc(C(=O)NCCCOC(C)C)c3ccccc3c2=O)c1	7	-5	7	-9	7	4	-5	2
O=C1CC(c2ccccc2)CC(O)=C1C=NCc1ccncc1 (configuration not stated)	4	-7	18	3	3	6	6	-2
C(=N\Nc1nn[nH]n1)/c1ccccc1	6	-9	21	0	2	33	13	-25
Cc1cccc(-c2ncc(CN3CCN(CCC(C)C)C(CCO)C3)cn2)c1 (configuration not stated)	3	-6	-27	21	-6	0	11	10
O=C(CCCN1C(=O)/C(=C/c2cccs2)SC1=S)Nc1cc([N+](=O)[O-])ccc1O	-4	-1	10	-4	-6	6	9	-2
CC(NC(=O)c1ccc(C(F)(F)F)cc1)C(c1ccccc1)N1CCOCC1 (configuration not stated)	7	-11	1	32	5	-4	13	-21
COC(=O)C1CCN(CC(=O)N(C)c2c(N)n(Cc3ccccc3)c(=O)[nH]c2=O)CC1	-8	-6	24	-2	-15	-5	2	7
Cc1ccc(C(=O)C(=O)c2ccc(C)c(N)c2)cc1N	-3	-6	-3	-11	-1	4	-1	-5
CC1(C)CC2c3cccc(C(=O)O)c3C(=O)N2c2c1ccc1ccccc21 (configuration not stated)	-2	0	25	19	2	-2	-3	6
COc1ccc(/C=C2/C(=O)ON=C2C)cc1Br	-10	7	8	-35	-10	-9	-6	2
CCc1cc(C)cc(OCCOc2ccccc2/C=N/NC(C)=O)c1	5	3	-15	4	-3	5	9	17
CCn1c(=O)c(C(=O)NNC(=O)c2cccc(Cl)c2)c(O)c2ccccc21	2	-7	8	8	3	4	12	-3
COc1ccc(Br)cc1CN(C)CC(=O)Nc1cc([N+](=O)[O-])ccc1OC	2	-9	5	12	-7	0	-6	19
O=C(O)CCNc1cc(N2CCN(C(=O)c3ccco3)CC2)c2noc3c2c1C(=O)c1ccccc1-3	-140	39*	15	18	36	35	-17	81*
Cn1c(O)c(C2=c3ccccc3=NC2=O)[nH]c1=S	-132	-8	-11	14	-9	2	13	-7
Brc1ccccc1OCCOc1cccc2cccnc12	8	16	-30	-24	-18	-5	-14	17
COc1cc(-c2nnc3sc(C4CCCCC4)nn23)cc(OC)c1OC	14	14	-6	36	2	-3	6	31
CCCNC(=O)c1ccc2c(=O)c(O)c(-c3ccc(F)cc3)[nH]c2c1	-4	-6	-22	-1	4	-2	5	-6
Clc1ncc(CSc2ccccc2)s1	-7	-4	16	5	-4	1	2	-10
C=CCn1c(-c2cc(OC)c(OC)c(OC)c2)n[nH]c1=S	19	4	18	7	-1	1	-4	-21
CC1(C(=O)Nc2ccc3c(c2)OCCO3)CC1(Cl)Cl (configuration not stated)	0	5	-18	-8	-2	-4	-11	11
CC(C)(C)n1nc2c(c1NC(=O)c1ccc(S(=O)(=O)N3CCCC3)cc1)CS(=O)C2 (configuration not stated)	-3	-1	22	-1	1	2	-7	-6
O=C(CCCN1C(=O)/C(=C/c2ccccc2Cl)SC1=S)NNC(=O)c1ccncc1	8	17	48*	6	17	-7	17	8
NC(=O)C1CCN(c2oc(-c3ccccc3)nc2S(=O)(=O)c2ccc(Br)cc2)CC1	-14	-8	-17	5	5	-6	5	0
O=C(Nc1cc(S(=O)(=O)N2CCCCCC2)ccc1OCC(F)(F)F)C1CCC1	-2	3	10	15	-1	5	-3	8

Pulled one by one from the entries so far, 2 records:
Structure	UBC13 polyUb	HKDC1 inhibitor	697 NFkB inh	Gli-Sufu antag	SENP8 block	SENP7 block	Jurkat NFkB inh	Apaf1 inhib
Clc1ncc(CSc2ccccc2)s1	-7	-4	16	5	-4	1	2	-10
COc1cc(-c2nnc3sc(C4CCCCC4)nn23)cc(OC)c1OC	14	14	-6	36	2	-3	6	31

Continued.
Structure	UBC13 polyUb	HKDC1 inhibitor	697 NFkB inh	Gli-Sufu antag	SENP8 block	SENP7 block	Jurkat NFkB inh	Apaf1 inhib
CCOC(=O)C1CCN(S(=O)(=O)c2ccc3[nH]c(=O)ccc3c2)CC1	6	-1	13	-2	-2	-3	-1	0
COc1ccc(CCNC(=O)CSc2nc3sc(C(=O)O)c(C)c3c(=O)[nH]2)cc1OC	-8	2	6	-11	-9	27	11	0
CC1(C)Cc2cccc(OCC(=O)NCCOc3ccccc3)c2O1	3	2	-11	0	1	3	-6	-7
C=CCn1c(CCC(O)CCCCC)n[nH]c1=S (configuration not stated)	4	10	10	-13	-3	1	9	-9
CCN(CC(=O)NCc1cccs1)CC(=O)Nc1c(Cl)ccc(C)c1Cl	-1	-4	19	5	3	8	-2	-4
COc1cccc(OC)c1C(=O)Nc1nnc(-c2cccs2)s1	12	-1	-14	1	2	5	-6	-7
O=C(CN1CCCCCC1)Nc1c(Cl)cc(Cl)cc1Cl	8	-7	-12	-7	-7	-11	-36	-1
COc1cccc(/C=C2/C(=O)NN(c3ccc(Br)cc3)C2=O)c1O	-25	12	-12	-2	-8	-14	-3	8
CCOC(=O)c1c(C)[nH]c(C)c1C(=O)COC(=O)[C@@H](NC(=O)c1ccco1)C(C)C	17	-6	-12	-1	-3	4	15	0
Cc1cc(C)nc(CCNC(=O)c2cc(COc3ccc(F)cc3F)on2)n1	1	14	18	-6	-5	-6	17	-4
c1coc(Cn2c(-c3ccco3)nc3ccccc32)c1	-4	2	-9	-3	-9	2	-3	3
Cn1nc(-c2ccc(Cl)cc2)c2cc(C(=O)NCCN3CCOCC3)sc21	21	-5	-4	-4	5	-5	-3	7
COc1ccccc1NC(=O)C1=C(C)Nc2nnnn2C1c1ccccc1OC (configuration not stated)	1	2	-6	-2	-3	-3	8	11
COc1ccc(C)cc1NC(=O)c1cc2ccccc2cc1OCC(=O)NCc1ccco1	14	1	4	0	-12	2	-13	24
Cc1onc(-c2c(Cl)cccc2Cl)c1C(=O)Nc1ccc(C(N)=O)cc1	6	-3	24	-5	6	-2	7	2
NC(=O)Cc1ccc(C(=O)c2ccc(F)cc2)s1	0	-9	9	-14	0	5	9	-5
COc1ccc(CCNc2c(N)n(Cc3ccccc3)c(=O)[nH]c2=O)cc1OC	-16	0	-11	-2	4	3	-9	4
COc1ccc(C2=CN(Cc3ccccc3)CCC2=O)cc1	-8	4	-12	-20	2	3	1	10
COc1ccccc1C1CCCN1Cc1nc(-c2ccc(C)s2)oc1C (configuration not stated)	2	-9	-33	24	-1	-1	-9	1
C#CCOc1ccc(Br)cc1C(c1c(C)[nH][nH]c1=O)c1c(C)[nH][nH]c1=O	-6	2	7	3	-2	4	-5	-1
Cc1csc(NC(=S)Nc2cccc(Cl)c2)n1	36	14	-83	-17	-5	-20	-76	5
COc1cc(C(=O)Nc2ccc3c(c2)ncn3C(C)(C)C)cc(OC)c1OC	-2	-2	5	34	-8	-1	4	-7
O=C(c1ccccc1O)N1N=C(c2ccccc2)CC1(O)C(F)(F)F (configuration not stated)	-4	-2	-25	-35	4	2	-7	-3
COCCCN=C1NN=C(c2cc(C)n(Cc3ccccc3Cl)c2C)CS1	-2	-2	7	37	5	2	-8	13
COc1ccc(CNC(=O)CCCn2nc(C)c3c(C)n(-c4ccccc4)nc3c2=O)cc1	6	0	8	-10	1	1	2	1
O=[N+]([O-])c1ccc(N2CCN(c3cccc(Cl)c3)CC2)cn1	-18	-6	10	-2	-14	-9	53*	7
Cc1ccc(N2C(=O)/C(=C\c3ccc(C(C)C)cc3)N=C2SC2CCOC2=O)cc1 (configuration not stated)	-7	-5	-160	-2	-1	4	0	3
C=CCN(CC=C)C(=O)C1CCN(Cc2ccc(OCc3ccccc3)cc2)CC1	6	-4	11	36	-7	2	-8	9
CCOC(=O)c1c(NC(C)=O)sc2c(O)cccc12	30	8	-2	3	-17	-19	-2	7
NC(=O)c1nsc(C(=O)N(c2cccc(F)c2)C(C(=O)NCc2ccccc2)c2ccc(O)cc2)c1N (configuration not stated)	21	1	11	-5	-5	-1	-2	14

An excerpt from above, limited to HKDC1 inhibitor.
| SMILES | HKDC1 inhibitor |
| --- | --- |
| COc1cc(C(=O)Nc2ccc3c(c2)ncn3C(C)(C)C)cc(OC)c1OC | -2 |
| Cc1ccc(N2C(=O)/C(=C\c3ccc(C(C)C)cc3)N=C2SC2CCOC2=O)cc1 (configuration not stated) | -5 |
| C#CCOc1ccc(Br)cc1C(c1c(C)[nH][nH]c1=O)c1c(C)[nH][nH]c1=O | 2 |
| COc1ccccc1C1CCCN1Cc1nc(-c2ccc(C)s2)oc1C (configuration not stated) | -9 |

Continuation.
Structure	UBC13 polyUb	HKDC1 inhibitor	697 NFkB inh	Gli-Sufu antag	SENP8 block	SENP7 block	Jurkat NFkB inh	Apaf1 inhib
CC(OCCN(C)C)C(=O)C12CC3CC(CC(C3)C1)C2 (configuration not stated)	-3	-4	-13	5	-3	-13	-19	-2
N#C/C(=C\c1ccc(OC(=O)c2cccs2)cc1)c1nc2ccccc2[nH]1	-15	0	-11	-24	6	-9	-1	15
Cc1ccc(C(=O)N/C(=C\c2cccs2)c2nc3ccccc3[nH]2)cc1	-7	-12	3	-6	14	1	-6	12
COc1cccc(/C=C/C(=O)OCC(=O)c2c[nH]c3ccccc23)c1OC	16	-11	10	7	-8	4	23	13

Compounds as they come, and some 3.6% of all compounds hit somewhere here.
